Screening data deposited in PubChem BioAssay by several laboratories.
PPARg SRC-1 ag = agonists of human PPARgamma SRC-1 coactivator recruitment; P37231; PPARgamma-SRC-1 coactivator recruitment biochemical assay; activation, % at 8 µM; 200,000 compounds, 0.41% hits; in the data active = activation above about 19%;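 also: 0% = DMSO and 100% = reference agonist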
DTT redox prof = compounds producing H2O2 with reducing agent – biochemical, NIH compound library profiling, artefact control for MLSCN library redox annotation, primary screen; DTT-dependent redox cycling H2O2, phenol red/HRP absorbance; 100% = 100 µM peroxide control, 0% = buffer; activation, % at 10 µM; 200,000 compounds, 0.03% hits;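 active = activation of at least 50% relative to the plate's high and low controls in the primary single-dose screen; inactive = activation below 50%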;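 also: compound incubated with DTT at 0.8 mM final as the reducing agent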
Lmaj promast = Leishmania major promastigote growth inhibition; Leishmania major promastigotes, resazurin fluorescence viability; inhibition, % at 10 µM; 200,000 compounds, 9% hits; in the data active = inhibition above about 50%;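 also: promastigotes grown with compound for 44 hours at 28 °C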
TR-FRET SRC-2 ct = TR-FRET artefact, counter-screen to PPARgamma/SRC-2 agonist assay; AID 1049; stronger effect = higher value; 200,000 compounds, 0.4% hits; TR-FRET ratio at 8 µM; in the data active = TR-FRET ratio above about 2000; also: inactives centre near 1500
ROMK mod = human ROMK K+ channel modulation, primary screen; B-score at 10 µM; Tet-inducible ROMK, thallium flux fluorescence; actives lie on both sides; AID 1918; 130,000 compounds, 2% hits;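 active = signal ratio slope over the read window, or its plate-corrected B-score, at least 3 SD from the plate mean, either direction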;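 also: B-score of the F/F0 ratio slope over 7 to 12 s after thallium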
S1P3 antag = S1P3 (human) receptor antagonism | CHO S1P3 NFAT-BLA reporter, FRET fluorescence, antagonist mode | 170,000 compounds, 0.27% hits | inhibition, % at 4.98 µM;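 active = inhibition above the plate cutoff, the mean inhibition of test wells on that plate plus 3 SD, cut at about 28% in these data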;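 also: cells challenged with S1P at its EC80 of 0.8 µM; blue over green emission ratio from cleaved BLA substrate after 4 h stimulation; 0% = S1P-stimulated wells and 100% = unstimulated DMSO-only wells; some compounds past the cut are filed as inactive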
PPARg SRC-2 ag = agonists of SRC-2 recruitment by human PPARgamma | PPARgamma LBD-SRC-2 recruitment, biochemical | AID 1032 | 200,000 compounds, 0.34% hits | activation, % at 8 µM; in the data active = activation above about 22%;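 also: 0% = vehicle and 100% = reference agonist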
TLR4-MyD88 BLA = inhibitors of human TLR4-MyD88 binding; O00206+Q99836; HeLa CL3-4 TLR4/MyD88 BLA complementation, FRET ratio; inhibition, % at 8.4 µM; 200,000 compounds, 0.18% hits; AID 861; in the data active = inhibition above about 25%;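 also: 0% = vehicle and 100% = reference inhibitor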
Target sequence (O00206 whole entry, looked up): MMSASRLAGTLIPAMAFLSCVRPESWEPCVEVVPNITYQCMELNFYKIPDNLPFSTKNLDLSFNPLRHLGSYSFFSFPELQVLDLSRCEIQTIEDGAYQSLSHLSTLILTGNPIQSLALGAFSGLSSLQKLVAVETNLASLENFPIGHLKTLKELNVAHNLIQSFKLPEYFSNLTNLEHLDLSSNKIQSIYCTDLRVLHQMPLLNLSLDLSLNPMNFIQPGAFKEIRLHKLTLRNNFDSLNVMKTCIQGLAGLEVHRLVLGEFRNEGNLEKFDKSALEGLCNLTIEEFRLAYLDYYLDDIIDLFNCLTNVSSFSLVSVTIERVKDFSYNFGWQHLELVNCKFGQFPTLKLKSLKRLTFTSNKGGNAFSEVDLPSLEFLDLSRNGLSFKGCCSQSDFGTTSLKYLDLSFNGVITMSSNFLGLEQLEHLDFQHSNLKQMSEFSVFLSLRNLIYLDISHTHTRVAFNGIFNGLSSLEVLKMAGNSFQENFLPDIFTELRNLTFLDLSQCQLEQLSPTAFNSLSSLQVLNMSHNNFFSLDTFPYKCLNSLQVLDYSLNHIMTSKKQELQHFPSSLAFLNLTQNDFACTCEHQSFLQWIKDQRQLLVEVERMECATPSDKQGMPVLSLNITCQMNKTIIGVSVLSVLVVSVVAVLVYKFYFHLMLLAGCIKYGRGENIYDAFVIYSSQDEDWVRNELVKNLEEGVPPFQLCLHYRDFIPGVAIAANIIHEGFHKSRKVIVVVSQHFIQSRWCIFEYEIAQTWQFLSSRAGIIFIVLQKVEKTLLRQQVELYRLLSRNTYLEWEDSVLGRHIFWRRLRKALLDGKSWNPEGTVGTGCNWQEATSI
Target sequence (Q99836 whole entry, looked up): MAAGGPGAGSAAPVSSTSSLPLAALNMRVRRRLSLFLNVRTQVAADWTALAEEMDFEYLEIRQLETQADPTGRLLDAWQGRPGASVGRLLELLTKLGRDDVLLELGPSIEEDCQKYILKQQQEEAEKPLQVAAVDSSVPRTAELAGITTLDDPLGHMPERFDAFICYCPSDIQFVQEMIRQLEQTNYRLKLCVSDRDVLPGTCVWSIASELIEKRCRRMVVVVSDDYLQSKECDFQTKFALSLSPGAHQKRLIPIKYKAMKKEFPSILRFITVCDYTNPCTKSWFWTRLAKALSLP
PPARg SRC3 recr = promotes SRC-3 coactivator recruitment by human PPARgamma; P37231; biochemical PPARgamma/SRC-3 coactivator recruitment assay; activation, % at 8 µM; 200,000 compounds, 0.26% hits; AID 731; in the data active = activation above about 23%;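 also: 0% = DMSO and 100% = reference agonist; some compounds past the cut are filed as inactive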
bIAP inh = intestinal alkaline phosphatase (bovine) inhibition; 190,000 tested, under 10 active; purified bovine IAP, CDP-star luminescence, 30 min; inhibition, % at 20 µM;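 active = over 50% inhibition of intestinal alkaline phosphatase at 20 µM in the single-dose screen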
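test system = bovine IAP enzyme | medium = DEA buffer 100 mM, pH 9.8, with MgCl2 1.0 mM, ZnCl2 0.02 mM | detection = luminescence | dosing = single compound dose of 20 µM, 2% DMSO final | incubation = 30 min reaction at room temperature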
bIAP act = increases bovine intestinal alkaline phosphatase activity; purified bovine IAP, CDP-star luminescence, 30 min; stronger effect = higher value; fold of DMSO-control signal, blank-subtracted; activation factor at 20 µM; 200,000 compounds, 0.17% hits; AID 1016;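 active = activation factor of 2 or more at 20 µM, a signal rise over negative controls twice the positive control's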
Active calls of the source: *; nt = no result given. Not a hit list; overall some 11% were active at least once.

1: Cc1cc(NC(=O)COC(=O)CSCc2ccc(Cl)c(Cl)c2)no1
2: C=CCNC(=O)c1ccccc1NS(=O)(=O)c1ccc(SC)cc1
3: Nc1ccc(-n2nnnc2-c2ccco2)cc1
4: CCCCOC(=O)c1ccc(NC(=O)C(=O)NCc2cccnc2)cc1
5: CN1CCN(S(=O)(=O)c2ccc(N(C)Cc3cccs3)nc2)CC1
6: CCCCCCCCC(=O)NC(NC(=S)N1CCOCC1)C(Cl)(Cl)Cl (stereo not drawn)
7: O=C1C2CCCN2C(=O)N1CCN1CCN(CCO)CC1 (stereo not drawn)
8: Nc1c(-c2ccc(Cl)cc2)cnc2ncnn12
9: CC(C)COCC(CN(Cc1ccccc1)c1ccccc1)N1CCCC1 (stereo not drawn)
10: COc1ccccc1N1CCN(CCCC(=O)c2ccc(F)cc2)CC1

screen / no.	1	2	3	4	5	6	7	8	9	10
ROMK mod	nt	nt	-0.25	1.4	-0.2	-1.3	-0.11	nt	nt	-1.2
bIAP inh	5	7	10	-13	7	5	-173	12	18	10
Lmaj promast	-3	-7	-3	11	-11	5	-2	0	nt	2
bIAP act	0.9	0.9	0.9	1.1	0.9	1	2.7*	0.9	0.8	0.9
TLR4-MyD88 BLA	-5	5	-6	-9	-6	-3	7	3	nt	5
TR-FRET SRC-2 ct	1474	1527	1788	1787	1761	1698	1668	1482	1467	1595
PPARg SRC-1 ag	1	3	11	9	1	-3	8	11	-3	2
PPARg SRC-2 ag	-5	3	-8	8	-5	3	2	2	-6	-1
S1P3 antag	-3	-17	-30	-14	5	nt	-11	nt	-8	-1
PPARg SRC3 recr	-2	4	3	4	7	8	0	10	2	11
DTT redox prof	2.3	2.0	0.6	-0.1	1.9	-0.2	0.1	-6.8	nt	-2.2

11: Cc1ccc2cc(C(c3nnnn3C3CCCC3)N3CCOCC3)c(=O)[nH]c2c1C (stereo not drawn)
12: Cc1[nH]c2ccccc2c1CC(=O)O
13: CCc1ccc(/C=C(/C#N)C(N)=S)s1
14: Cc1ccc(NC(=O)CS(=O)Cc2nc(-c3ccc(C)cc3)oc2C)cc1 (stereo not drawn)
15: CC1CN(c2nc3ccccn3c(=O)c2C=O)CC(C)O1 (stereo not drawn)
16: COc1cccc(Cn2cnc3c(NS(=O)(=O)c4cc(Cl)ccc4Cl)c(C)c(C)cc32)c1
17: O=C(Cn1cnc2nc3n(c2c1=O)CCC3)NCc1ccccc1
18: COc1cccc2c1OC1(C)CC2NC(=O)N1 (stereo not drawn)
19: CCOC(=O)Cc1csc(NC(=O)COc2ccccc2OCC)n1
20: CCN(CC)C(=S)SC1CCCCN(C(=O)c2ccc(F)cc2)C1=O (stereo not drawn)

screen / no.	11	12	13	14	15	16	17	18	19	20
ROMK mod	nt	1.9	-1.3	nt	0.19	nt	-0.16	-0.0067	nt	-1.4
bIAP inh	2	6	10	4	-4	0	16	6	-1	-6
Lmaj promast	9	11	-7	2	-6	5	-7	-5	-2	9
bIAP act	1	0.9	0.9	1	1	1	0.8	0.9	1	1.1
TLR4-MyD88 BLA	-10	-7	6	2	-1	-2	-6	2	0	-5
TR-FRET SRC-2 ct	1735	1491	1555	1623	1323	1440	1602	1474	1607	1602
PPARg SRC-1 ag	12	2	8	-2	-2	1	-4	8	-12	3
PPARg SRC-2 ag	14	7	7	4	3	-2	-2	0	2	2
S1P3 antag	4	-12	-9	nt	-6	nt	-4	nt	nt	-3
PPARg SRC3 recr	9	3	0	6	3	-10	3	-2	-4	2
DTT redox prof	0.0	-0.2	-0.5	-0.1	-0.2	1.6	-0.5	0.0	1.9	-2.1

By substructure: the compounds so far with an aryl methoxy group (3)
10: COc1ccccc1N1CCN(CCCC(=O)c2ccc(F)cc2)CC1
16: COc1cccc(Cn2cnc3c(NS(=O)(=O)c4cc(Cl)ccc4Cl)c(C)c(C)cc32)c1
18: COc1cccc2c1OC1(C)CC2NC(=O)N1 (stereo not drawn)

screen / no.	10	16	18
ROMK mod	-1.2	nt	-0.0067
bIAP inh	10	0	6
Lmaj promast	2	5	-5
bIAP act	0.9	1	0.9
TLR4-MyD88 BLA	5	-2	2
TR-FRET SRC-2 ct	1595	1440	1474
PPARg SRC-1 ag	2	1	8
PPARg SRC-2 ag	-1	-2	0
S1P3 antag	-1	nt	nt
PPARg SRC3 recr	11	-10	-2
DTT redox prof	-2.2	1.6	0.0

Additional results follow:
21: CCN(CC)S(=O)(=O)c1cccc(C(=O)NCCCN2CCOCC2)c1
22: Cc1ccn2c(CNC(C)CCn3cccn3)c(C(=O)N3CCCCCC3)nc2c1 (stereo not drawn)
23: CCOC(=O)c1snc2c(=O)[nH]cnc12
24: COc1ccccc1NS(=O)(=O)c1cc(NC(=O)c2ccco2)ccc1N1CCOCC1
25: CCOC(=O)C1=C(C)N(C)C(C)=C(C(=O)OCC)C1c1ccc(Cl)cc1
26: CCn1ncc(Br)c1C(=O)Nc1ccn(C23CC4CC(CC(C4)C2)C3)n1
27: O=C(CCCN1C(=O)/C(=C/c2cccs2)SC1=S)NNC(=O)c1ccccc1O
28: COc1ccc(OC)c(/C=N/NC(=O)c2[nH]nc3c2CCc2ccccc2-3)c1
29: CCC(NC(=O)Nc1cc(OC)c(OC)c(OC)c1)(C(F)(F)F)C(F)(F)F
30: COC(=O)c1ccc(CSc2ccc3nnc(-c4cccc(F)c4)n3n2)o1

screen / no.	21	22	23	24	25	26	27	28	29	30
ROMK mod	nt	nt	nt	-0.82	-1.4	nt	nt	0.52	1.3	nt
bIAP inh	-1	-7	-10	8	5	3	-2	20	-12	12
Lmaj promast	-2	-4	-4	100*	18	20	-5	18	30	28
bIAP act	1	1.1	1.1	0.9	0.9	1	1	0.8	1.1	0.9
TLR4-MyD88 BLA	-12	-13	-19	8	10	-13	-2	-6	-13	10
TR-FRET SRC-2 ct	1504	1517	1628	1493	1715	1295	1490	1411	1507	1561
PPARg SRC-1 ag	-7	-2	5	6	0	0	2	5	3	-2
PPARg SRC-2 ag	2	4	8	6	3	-11	7	4	1	-6
S1P3 antag	-12	-4	-30	13	21	7	-13	-2	nt	20
PPARg SRC3 recr	-1	0	5	4	-2	-8	4	5	7	-11
DTT redox prof	-4.2	-1.1	-3.1	-2.8	-0.3	-0.1	0.6	1.6	2.9	-1.3

31: CC(NC(=O)c1ccc(CS(=O)(=O)Cc2ccccc2F)o1)c1ccc2c(c1)OCCO2 (stereo not drawn)
32: CCC(c1nnnn1Cc1cccs1)N1CCN(C(=O)c2ccco2)CC1 (stereo not drawn)
33: CCOC(=O)Cn1cc([N+](=O)[O-])c(OC)n1
34: CCOC(=O)N1CCN(c2c(NCCCN(CC)Cc3ccccc3)c(=O)c2=O)CC1
35: CC(=O)Nc1ccc(S(=O)(=O)NC(CC(=O)NCCc2ccccc2)C(C)C)cc1 (stereo not drawn)
36: CC1CC(C)CN(CCCSc2ccccc2)C1 (stereo not drawn)
37: CCOC(=O)Cc1nc2cc(Cl)ccc2o1
38: CCN(CC)S(=O)(=O)c1ccc(/C(O)=C2/C(=O)C(=O)N(CCOC)C2c2ccccc2)cc1 (stereo not drawn)
39: C=CCNC(=S)Nc1ccc(C)cc1[N+](=O)[O-]
40: Cc1cccc(C)c1OCCOCCN1CCN(C)CC1

screen / no.	31	32	33	34	35	36	37	38	39	40
ROMK mod	nt	-0.44	-1.4	0.22	0.18	-2.1	nt	nt	nt	nt
bIAP inh	4	-32	18	-3	8	5	1	2	-1	1
Lmaj promast	39	4	-3	-7	-5	92*	1	-9	0	4
bIAP act	1	1.3	0.8	1	0.9	0.9	1	1	1	1
TLR4-MyD88 BLA	4	-5	8	6	6	-13	-6	6	-23	4
TR-FRET SRC-2 ct	1558	1487	1427	1656	1611	1683	1447	1696	1345	1555
PPARg SRC-1 ag	9	-11	3	4	0	-3	1	9	-4	11
PPARg SRC-2 ag	3	-6	4	2	10	6	-6	6	-5	5
S1P3 antag	nt	-4	nt	-16	nt	-7	-1	-22	-4	-15
PPARg SRC3 recr	-2	-3	5	2	-3	6	0	0	-5	3
DTT redox prof	-3.7	-1.0	0.3	0.1	0.5	-0.7	-0.3	-1.1	-1.0	-2.4

41: Cc1ccc(CNC(=O)COC(=O)c2cnc(C)cn2)cc1
42: CCc1noc(C)c1C(=O)N1CCCC1
43: CC(=O)Oc1ccc2nc(CN3C(=O)c4ccc([N+](=O)[O-])cc4C3=O)oc(=O)c2c1
44: CCCCCc1nnc(NC(=O)Cc2cccs2)s1
45: Cc1csc(Sc2ccc(C(=O)OCC(=O)Nc3ccc(F)cc3[N+](=O)[O-])cc2[N+](=O)[O-])n1
46: CCO/C=C1/C(=O)N(Cc2ccccc2)C(=O)c2ccccc21
47: CCCN1Cc2cccc(C(=O)NCc3ccccc3)c2C1=O
48: CN(C)CCNC(C(=O)Nc1cccc(C(F)(F)F)c1)c1ccccc1 (stereo not drawn)
49: COc1c2occc2c(OC)c2c(=O)cc(C)oc12

screen / no.	41	42	43	44	45	46	47	48	49
ROMK mod	-0.64	nt	0.82	0.35	nt	0.7	1	-1.9	-0.31
bIAP inh	-13	7	8	9	10	0	-4	-19	-11
Lmaj promast	-5	-5	-9	2	3	-4	2	-1	-3
bIAP act	1.1	0.9	0.9	0.9	0.9	1	1	1.2	1.1
TLR4-MyD88 BLA	-25	10	6	19	7	-5	-8	-9	5
TR-FRET SRC-2 ct	1808	1554	1615	1634	1783	1763	1675	1520	1505
PPARg SRC-1 ag	2	-3	-4	4	7	0	1	-2	4
PPARg SRC-2 ag	7	-9	-2	13	1	2	3	5	-2
S1P3 antag	-8	-3	9	-6	-8	-13	-4	-14	7
PPARg SRC3 recr	3	-12	-4	-19	4	1	2	-2	-3
DTT redox prof	0.0	-0.7	-0.8	0.4	0.3	-0.3	-1.2	-0.7	0.5
